MazF activator – MazEF (E. coli) toxin RNase activation; FAM/BHQ RNA-DNA oligo cleavage fluorescence, 5 h; activation, % at 20 µM; 350,000 tested, 0.32% active; AID 504720; in the data active means activation above about 50%
Target sequence (P0AE70 whole entry, looked up): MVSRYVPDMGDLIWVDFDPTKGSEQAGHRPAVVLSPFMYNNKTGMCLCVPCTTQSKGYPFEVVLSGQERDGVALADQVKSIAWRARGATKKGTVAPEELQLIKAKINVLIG
Vc quorum ag – quorum light induction in luxS cqsA deficient V. cholerae; AID 588436; activation, % at 18.7 µM; 350,000 tested, 0.16% active; V. cholerae BH1578 lux reporter, luminescence, 6 h; in the data active means activation mostly above about 9.7%, no sharp cut-off; further: not every result past the cut was called active; inactives centre near 0; reference of the scale not given here
Y pestis TopoI – Y. pestis Topo-I inhibition via cleavage products. Y. pestis Topo-I cleavage product accumulation, plate reader. activity, % at 10 µM. 360,000 tested, 0.064% active; in the data active means activity above about 50%, passing the limit was not always enough; further: inactives centre near 2
Rv3671c protease – inhibitors of M. tuberculosis serine protease Rv3671c. P9WHR9. inhibition, % at 5.96 µM. 320,000 tested, 0.048% active; in the data active means inhibition above about 38%;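 further: extracellular domain of Rv3671c used as enzyme; 0% = enzyme with DMSO and 100% = no enzyme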
Target sequence (P9WHR9 whole entry, looked up, the tested form may be a part): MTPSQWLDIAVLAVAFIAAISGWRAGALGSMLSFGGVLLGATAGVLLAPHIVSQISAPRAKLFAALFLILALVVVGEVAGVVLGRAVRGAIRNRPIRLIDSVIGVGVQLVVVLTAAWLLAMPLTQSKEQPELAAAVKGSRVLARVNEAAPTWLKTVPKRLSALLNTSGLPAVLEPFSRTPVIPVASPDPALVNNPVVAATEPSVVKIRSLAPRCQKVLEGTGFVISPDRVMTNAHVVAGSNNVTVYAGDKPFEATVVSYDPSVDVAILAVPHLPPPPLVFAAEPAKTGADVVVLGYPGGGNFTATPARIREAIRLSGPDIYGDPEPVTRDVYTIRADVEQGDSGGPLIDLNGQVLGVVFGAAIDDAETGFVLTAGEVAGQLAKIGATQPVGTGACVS
TcdB inh – inhibitors of Clostridioides difficile toxin B glycohydrolase. TcdB glycohydrolase enzymatic assay, plate reader. inhibition, % at 9.99 µM. 350,000 tested, 0.24% active. AID 652162; in the data active means inhibition above about 10%
PrPC surface inh – inhibitors of human cell surface prion protein PrPC | AID 720596 | 370,000 tested, 0.43% active | TR-FRET read-out | inhibition, % at 13.8 µM; in the data active means inhibition above about 24%; further: 0% = median of the test wells and 100% = reference compound wells
CCHFV vOTU inh – blocks the CCHF virus ovarian tumor domain protease; CCHFV vOTU protease, Pep-AMC fluorescence; 370,000 tested, 0.55% active; inhibition, % at 11.5 µM; in the data active means inhibition above about 30%; further: 0% = vehicle wells with enzyme and 100% = no enzyme wells
3CLpro inhibitor – SARS-CoV 3CLpro protease inhibition; P0C6X7; recombinant SARS-CoV 3CLpro, quenched FRET peptide cleavage; inhibition, % at 6 µM; 290,000 tested, 0.14% active; AID 1706; in the data active means inhibition above about 12%
SSB-PriA inh – inhibitors of Klebsiella pneumoniae PriA binding to SSB C-terminal tail; AlphaScreen SSBct-PriA binding, biotinylated peptide; inhibition, % at 33 µM; 430,000 tested, 0.6% active; in the data active means inhibition mostly above about 37%, no sharp cut-off; inactive means mostly below about 20%;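 further: plate controls were negative control peptide for no effect and reference peptide for full effect; strong numbers were not always called active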
DUSP3 inh – inhibitors of human VHR1 phosphatase (DUSP3) | inhibition, % at 13.3 µM | P51452 | recombinant VHR phosphatase, pNPP absorbance | 290,000 tested, 0.52% active; in the data active means inhibition above about 50%; further: some compounds called inactive have numbers as strong as hits
Target sequence (P51452 whole entry, looked up): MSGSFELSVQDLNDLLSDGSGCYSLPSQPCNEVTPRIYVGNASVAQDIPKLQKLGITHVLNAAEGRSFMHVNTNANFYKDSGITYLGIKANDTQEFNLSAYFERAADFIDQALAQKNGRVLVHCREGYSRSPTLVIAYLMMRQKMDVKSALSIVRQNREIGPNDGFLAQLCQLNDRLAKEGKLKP
* = called active by the depositor; i = inactive; x = not tested or not shown; & = joins results of further samples. Not all compounds are listed. The share of hits here may be higher or lower than overall.

compound	MazF activator	Vc quorum ag	Y pestis TopoI	Rv3671c protease	TcdB inh	PrPC surface inh	CCHFV vOTU inh	3CLpro inhibitor	SSB-PriA inh	DUSP3 inh
O=C(c1cccs1)n1nc(-c2ccccc2)nc1NCc1ccc(F)cc1	-4	-1.8	-5	-9	x	8	-14	3	-6	-5
Cc1ccc(/C=c2\sc3n(c2=O)CN(c2ccc(Br)cc2)CN=3)o1	2	-0.4	5	6	x	-6	17	0	x	19
C[C@]12CCC(=O)C=C1CC[C@@H]1[C@@H]2[C@@H](O)C[C@@]2(C)[C@H]1CC[C@]2(O)C(=O)COC(=O)CCC(=O)O	1&10	0.6&4.2	4&-13	-1&1	-10	6	13	-4&3	-2	-9
Cc1cc(Cl)ccc1Oc1ncc(-c2ccc(Cl)cc2)cn1	3	1.4	21	-6	x	7	2	0	-3	8
CCCCn1c(SCC(=O)OC)nc2c1c(=O)n(C)c(=O)n2C	0	-2.8	2	-11	x	2	18	-3	-22	22
OCCNc1nc(NCc2ccccc2)c2ccccc2n1	17	0.4	5	1	1.2	0	-30	6	4	-14
Cc1cc(C)n(C(=O)Cn2nc(C)c(Cl)c2C)n1	4	3.8	3	-6	1.9	-6	-11	-3	-16	22
Cc1[nH]c2ccccc2c1SCC(=O)N1CCCCCC1	4	0.1	7	-7	0.7	0	0	0	-11	15
COc1ccccc1NC(=O)C1CCCN(S(=O)(=O)c2cnc[nH]2)C1 (stereo unspecified)	7	-0.4	6	-1	1.4	-1	-1	2	-3	17
CS(=O)(=O)N1CCN(c2ccc(Cl)cc2[N+](=O)[O-])CC1	8	0.6	-3	16	x	-9	7	-3	-4	-8
C=C(C)CSc1nc2c(c(=O)[nH]c(=O)n2C)n1Cc1ccccc1	-7	-0.1	18	-6	1.1	14	4	x	22	18
CCOC(=O)c1c(NC(=O)/C=C/c2ccco2)sc(C)c1C	-7	-0.4	-1	6	x	4	8	-4	-6	-1
CCOc1ccc(OCCC(=O)OCC(=O)NCc2ccccc2)cc1	-6	i	8	4	-1.1	1	3	2	-16	2
O=C(Nc1cccc(C(=O)N2CCN(c3ccc(F)cc3)CC2)c1)c1ccccc1	1	0.8	-2	-3	1.2	-3	18	-8	4	11
COc1ccc(/C=C/C(=O)c2cc(Cl)ccc2O)c(OC)c1	-11	i	-2	0	-0.7	-3	-56	6	6	2
COCOCCn1cc(CN2CCS(=O)(=O)N(Cc3ccc(-c4cccc(CO)c4)cc3)C(C)C2=O)nn1 (stereo unspecified)	24	-0.4	-3	x	1.3	5	3	x	x	x
CC(=O)Nc1ccc(C(=O)NNC(=O)c2cc([N+](=O)[O-])cc([N+](=O)[O-])c2)cc1	-2	0.0	-4	-7	0.3	-56	7	2	-7	-4
O=C1CC(c2ccc(O)cc2)Oc2cc(O)ccc21 (stereo unspecified)	-6	-0.5	-3	-12	x	-2	5	x	10	x
O=c1[nH]cc(O)c(=O)[nH]1	5	-0.4	-5	5	-0.5	-1	-2	1	-2	-2
CC(=O)Nc1ccc(C(=O)CSc2cc(C)c3cccc(C)c3n2)cc1	78*	-0.2	24	-10	-0.6	2	1	-1	-3	14

The list goes on (five carried over from the part before).
compound	MazF activator	Vc quorum ag	Y pestis TopoI	Rv3671c protease	TcdB inh	PrPC surface inh	CCHFV vOTU inh	3CLpro inhibitor	SSB-PriA inh	DUSP3 inh
COCOCCn1cc(CN2CCS(=O)(=O)N(Cc3ccc(-c4cccc(CO)c4)cc3)C(C)C2=O)nn1 (stereo unspecified)	24	-0.4	-3	x	1.3	5	3	x	x	x
CC(=O)Nc1ccc(C(=O)NNC(=O)c2cc([N+](=O)[O-])cc([N+](=O)[O-])c2)cc1	-2	0.0	-4	-7	0.3	-56	7	2	-7	-4
O=C1CC(c2ccc(O)cc2)Oc2cc(O)ccc21 (stereo unspecified)	-6	-0.5	-3	-12	x	-2	5	x	10	x
O=c1[nH]cc(O)c(=O)[nH]1	5	-0.4	-5	5	-0.5	-1	-2	1	-2	-2
CC(=O)Nc1ccc(C(=O)CSc2cc(C)c3cccc(C)c3n2)cc1	78*	-0.2	24	-10	-0.6	2	1	-1	-3	14
Oc1ccc(/C=N/n2cc(-c3ccccc3)[nH]c2=S)cc1	13	1.6	-4	-4	14*	-6	9	0	x	30
Cc1sc2ncnc(OCC(=O)NC3CCS(=O)(=O)C3)c2c1C (stereo unspecified)	-1	1.1	-7	-1	1.5	-1	13	-8	-9	1
COc1ccc(/C(N)=N/OC(=O)c2c(-c3ccccc3Cl)noc2C)cc1OC	2	i	-7	x	1.6	-4	-4	-2	x	11
Cc1ccccc1NC(=O)Nc1nc(C(N)c2ccccc2)cs1 (stereo unspecified)	x	-5.9	-2	x	-0.1	-2	-7	x	x	x
Cc1noc(C)c1COc1ccccc1C(=O)N(C)Cc1ccco1	5	2.3	7	-2	1.3	-2	-6	x	1	x
OCc1cn(-c2ccccc2)nn1	4	-0.7	4	-1	-0.1	-3	1	2	-17&-14	20
O=S(=O)(Nc1ccccc1N1CCOCC1)c1ccc(F)c(Cl)c1	5	i	6	3	1.1	4	12	4	-6	14
CC(C)(C)C(=O)O/N=C(\N)c1ccc(Br)cc1	12	-0.4	-1	-9	1.0	7	-7	-3	i	-3
CC(=O)Nc1ccc(S(=O)(=O)NNC(=O)COc2cc(C)ccc2C(C)C)cc1	-6	-1.1	-7	7	x	-3	17	1	-4	21
CCC(CC)NC(=O)CSc1nnc(-c2ccc(OC)cc2)n1C(C)C	8	i	-8	1	x	0	8	0	8	32
O=C1c2cccc(Sc3ccccc3)c2C(=O)c2c(Sc3ccccc3)cccc21	7	0.5	-5	-3	0.7	0	4	1	47	-10
CCOC(=O)c1ccc2nc(C)c(C)nc2c1	5	i	-2	0	0.8	-7	3	-1	1	27
O=C(NCC(=O)N1CCCC(C(F)(F)F)C1)c1ccccc1Br (stereo unspecified)	7	i	7	10	0.3	-2	0	x	-4	x
Clc1cnc(N/N=C/c2cccs2)c(Cl)c1	-16	i	1	8	x	-8	10	-2	x	21
CC(O)[C@H]1CC[C@H]2[C@@H]3CC[C@H]4C[C@@H](O)CC[C@]4(C)[C@H]3C(=O)C[C@]12C (stereo partly specified)	9	i	2	8	0.4	6	6	x	-6	x
c1ccc(OCCSc2nnnn2C2CCCCC2)cc1	0	-0.9	8	-9	x	8	5	0	-66	0
Cc1ccc[n+](CC(O)Cn2c3ccccc3c3ccccc32)c1 (stereo unspecified)	-11	-0.3	0	-6	x	2	1	-9	-5	5
O=C(O)C(Cc1ccccc1)NS(=O)(=O)c1ccc2c(c1)OCCO2 (stereo unspecified)	8	-0.5	4	-4	x	4	4	1	-14	20
COc1cc(OC)cc(-c2nnc(NC(=O)CCS(=O)(=O)c3ccccc3)o2)c1	-3	-0.3	3	3	0.9	1	-6	x	27	x
COC(=O)c1c(NC(=O)COC(=O)Cn2cnc3ccccc32)sc2c1CCCC2	-7	8.8	30	-12	1.1	-1	4	0	9	8

Other records follow:
compound	MazF activator	Vc quorum ag	Y pestis TopoI	Rv3671c protease	TcdB inh	PrPC surface inh	CCHFV vOTU inh	3CLpro inhibitor	SSB-PriA inh	DUSP3 inh
CCC(C)C(=O)Nc1nc(C)c(-c2csc(Nc3cc(OC)ccc3OC)n2)s1 (stereo unspecified)	0	i	-33	9	1.3	5	17	5	29	51*
CN1N=C(C(=O)N=c2sc3ccccc3n2C)CCC1=O	-3	i	1	x	1.3	-4	-13	x	-6	x
O=C(O)Cc1ccc(-c2ccccc2-c2ccccc2)cc1	-2	i	1	-8	x	7	12	0	-15	13
COc1ccc(-c2cn3nc(SCC(=O)NCC4CCCO4)ccc3n2)cc1 (stereo unspecified)	16	1.1	4	-7	3.6	1	-243	3	-18	4
Nc1c(Br)cc2c(c1Br)C(O)c1ccccc1-2 (stereo unspecified)	4	i	-5	x	1.3	0	4	x	-7	x
O=C(COC(=O)C12CC3CC(CC(C3)C1)C2)Nc1ccc([N+](=O)[O-])cc1Cl	3	0.7	15	2	x	-6	0	-3	-3	-6
CCOc1cccc(/C=N/NC(=O)C2CCCC2)c1O	5	-0.1	4	0	-1.2	6	4	-5	x	5
Cc1c(C)c2c(OCC(=O)NCC3CCC(C(=O)O)CC3)cc3c(c2oc1=O)CCC(C)(C)O3 (stereo unspecified)	x	-0.3	-8	x	0.8	-1	-59	x	x	x
CCOc1ccc(NC(=O)Cn2nnc(C(=O)NCc3ccco3)c2N)cc1	10	-3.8	7	1	x	-7	-6	-4	-6	26
O=C(NCc1ccc(F)c(F)c1)C1CCC(=O)N(CCc2ccccc2)C1 (stereo unspecified)	4	0.2	-7	x	0.7	-3	14	4	-9	-20
COc1ccc(OCc2nnc(SCC(=O)NC3CCCCC3)o2)cc1	-22	1.3	-8	-2	1.7	6	4	-9	-4	-8
C1=C(c2ccccc2)Nc2ncnn2C1c1ccccc1 (stereo unspecified)	1	i	-6	4	-3.0	1	-8	x	5	x
CCC(=O)N1c2ccc(S(=O)(=O)CCC(=O)NC3CCCC3)cc2CC1C (stereo unspecified)	4	-0.3	9	9	x	3	5	-1	0	10
Cc1ccccc1S(=O)(=O)NC1=NCCCCC1	-4	-0.1	2	-15	x	1	1	-3	0	-3
O=C(CCC(=O)N(CC(=O)NC1CCCCC1)Cc1cccs1)Nc1ccccn1	-3	0.1	8	16	2.9	7	8	6	2	21
O=C(CSc1ccc2ccccc2c1Br)Nc1cccc(S(=O)(=O)NC2=NCCCCC2)c1	2	-0.3	31	-53	-1.2	39*	4	5	5	12
O=C1CC(N2CCN(c3ccc(F)cc3)CC2)C(=O)N1Cc1cccs1 (stereo unspecified)	0	i	5	-5	x	5	-4	6	3	8
CCc1ccccc1N1CC23C=CC(O2)C(C(=O)OCC(C)C)C3C1=O (stereo unspecified)	5	-0.2	2	5	1.3	-2	-4	-3	-11	9
COc1ccc(CCNC(=O)CCN2C(=O)COc3ccc(C)cc32)cc1OC	-19	-0.2	4	0	x	-2	-1	-2	-8	23
Cc1ccc(C(=O)NCC(=O)Nc2ccncc2)cc1	3	i	-4	0	-1.2	2	0	2	-16	14

Next part.
compound	MazF activator	Vc quorum ag	Y pestis TopoI	Rv3671c protease	TcdB inh	PrPC surface inh	CCHFV vOTU inh	3CLpro inhibitor	SSB-PriA inh	DUSP3 inh
Cc1cc(C)n2nc(SCC(=O)N/N=C/c3ccccn3)nc2n1	2	-0.4	-1	76*	x	-1	-8	-3	x	-5
COc1ccc(OC)c(/C=c2\sc3nc(-c4cccs4)nn3c2=O)c1	i	-0.3	-1	-1	x	-5	0	-1	x	-9
C=C(C)C1CCC2(C(=O)O)CCC3(C)C(CCC4C5(C)C(C=O)C(O)C(C)(C)C5CCC43C)C12 (stereo unspecified)	14	-0.4	9	-12	-0.3	-4	5	x	1	10
CSc1nc(N)nc2c1ncn2CC(=O)N[C@H](C)c1cccc2ccccc12	1	0.1	0	3	-2.8	1	8	x	7	x
Cc1ccc(NC2OC(CO)C(O)C(O)C2O)cc1 (stereo unspecified)	-4	4.2	-2	4	x	4	-7	-2	-5	-2
O=C1CC(NNc2ccccc2)C(=O)N1c1ccccc1 (stereo unspecified)	-12	-0.3	2	3	-2.6	6	10	-1	1	6
CC(=O)c1sc(NC(=O)C(C)C)nc1C	9	i	-4	-7	x	33*	11	-2	-7&7	17
CCc1ccc(NC2CC(=O)N(c3ccc(OC)cc3OC)C2=O)cc1 (stereo unspecified)	3	-0.3	-12	-3	-0.3	-4	-14	-4	3	4
COc1cccc(CNS(=O)(=O)c2ccc(-n3cnnn3)c(C)c2)c1	2	i	1	6	-7.4	8	13	-2	-1	13
c1ccc(Cn2c(CSc3nnnn3-c3ccccc3)nc3ccccc32)cc1	27	1.7	1	9	0.7	-6	-4	4	-8	15
O=C(CN(c1ccccc1F)S(=O)(=O)c1ccccc1)Nc1ccc2c(c1)OCCO2	6	-0.9	9	-3	-0.8	5	0	2	1	-2
COC(CNC(=O)c1ccc2nc3ccccc3c(=O)n2c1)OC	2	i	-2	-14	-0.1	-11	-126	-9	6	40
